HUVEC tox IL1B: HUVEC cytotoxicity counter-screen, IL-1B stimulated; HUVEC cell count loss, Hoechst imaging; cell count reduction, % at 2 µM; 0.41% of 94,000 active;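 active means cell count reduction more than 3 SD above the screen-wide mean, cut at about 70% in these data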;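 further: normalized per plate to untreated control cells as the no-loss baseline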
sEH inh: inhibitors of human soluble epoxide hydrolase. inhibition, % at 2 µM. P34913. recombinant human sEH enzymatic activity assay. 0.34% of 91,000 active. AID 707; in the data active means inhibition above about 80%; further: values of inactives mirror those of a sister screen read the other way; many of its hits are not listed in these tables
Candida biofilm: kills Candida albicans biofilms. C. albicans biofilm + clotrimazole, Alamar Blue. 0.14% of 85,000 active. AID 834. inhibition, % at 6 µM;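 active means inhibition above 20%; inactive means inhibition below 20%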;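 further: preformed 24 hr biofilms exposed to compound for 48 hr; 0% = biofilm without compound and 100% = blank killed by clotrimazole plus chlorhexidine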
cytoskel mod: modifiers of cytoskeleton assembly; HUVEC TNFa F-actin phalloidin imaging, high content; inhibition, % at 2 µM; AID 836; 0.18% of 91,000 active;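 active means inhibition above the batch mean plus 3 SD and confirmed as a hit by visual image inspection, cut at about 30% in these data, passing the limit was not always enough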; further: strong numbers were not always called active
VCAM1 TNFa inh: reduces TNF alpha induced VCAM1 expression in HUVEC; HUVEC TNFa-induced VCAM-1 immunofluorescence, high-content imaging; inhibition, % at 2 µM; 0.48% of 95,000 active; AID 802;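 active means inhibition above the batch mean plus 3 SD, with images confirmed as a hit by eye, cut at about 37% in these data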;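 further: 0% = TNF-stimulated DMSO wells and 100% = unstimulated control wells; not every result past the cut was called active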
Smad3 FoxH1 inh: Smad3 (human) transcription factor binding inhibition; P84022; TR-FRET Smad3/Dy647-FoxH1 peptide binding, europium anti-His; inhibition, % at 25 µM; 0.29% of 88,000 active;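 active means compounds that reduce the energy-transfer binding signal between the protein and its labelled peptide by more than half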;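 further: 0% = Smad3 plus labelled peptide maximal FRET and 100% = peptide-only background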
Target sequence (P84022 whole entry, looked up): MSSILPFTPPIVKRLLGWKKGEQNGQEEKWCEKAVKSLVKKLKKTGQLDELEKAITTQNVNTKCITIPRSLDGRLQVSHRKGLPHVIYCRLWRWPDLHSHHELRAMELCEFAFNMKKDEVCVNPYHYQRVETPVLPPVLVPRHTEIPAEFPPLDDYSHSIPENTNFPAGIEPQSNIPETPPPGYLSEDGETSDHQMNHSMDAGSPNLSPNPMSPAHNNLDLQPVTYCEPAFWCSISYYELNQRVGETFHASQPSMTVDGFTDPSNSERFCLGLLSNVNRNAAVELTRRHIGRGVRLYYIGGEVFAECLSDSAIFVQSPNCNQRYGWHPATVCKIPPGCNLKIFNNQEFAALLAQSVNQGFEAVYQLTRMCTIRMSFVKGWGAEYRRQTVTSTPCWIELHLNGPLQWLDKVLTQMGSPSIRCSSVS
ERb coact inh: ER-beta (human) coactivator binding inhibition; TR-FRET ER-beta LBD / SRC1-Cy5 peptide binding; receptor agonist-loaded with 1 µM estradiol; Q92731; 1.3% of 86,000 active; inhibition, % at 25.6 µM; AID 633;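 active means compounds whose percent inhibition of the receptor-coactivator binding signal exceeds about 50% in the single-dose screen, limit read from the data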;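 further: 0% = receptor plus peptide wells without compound and 100% = peptide-only wells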
Target sequence (Q92731 whole entry, looked up, the tested form may be a part): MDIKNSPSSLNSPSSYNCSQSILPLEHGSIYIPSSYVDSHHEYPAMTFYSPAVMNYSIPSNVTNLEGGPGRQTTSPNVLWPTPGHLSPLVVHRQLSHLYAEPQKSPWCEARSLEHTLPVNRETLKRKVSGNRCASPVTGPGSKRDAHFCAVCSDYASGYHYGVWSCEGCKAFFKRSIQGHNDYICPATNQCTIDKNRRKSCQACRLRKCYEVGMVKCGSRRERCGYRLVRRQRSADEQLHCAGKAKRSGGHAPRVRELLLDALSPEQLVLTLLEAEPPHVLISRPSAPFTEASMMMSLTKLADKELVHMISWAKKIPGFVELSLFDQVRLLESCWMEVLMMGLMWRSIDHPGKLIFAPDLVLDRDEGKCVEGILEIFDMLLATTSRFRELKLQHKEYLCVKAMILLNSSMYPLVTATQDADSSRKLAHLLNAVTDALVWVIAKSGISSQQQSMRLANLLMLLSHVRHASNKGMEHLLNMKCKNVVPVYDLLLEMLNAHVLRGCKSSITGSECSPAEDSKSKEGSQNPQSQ
TNFa cytotox: HUVEC cytotoxicity counter-screen, TNF alpha stimulated; HUVEC TNFalpha-stimulated, Hoechst cell count, imaging; 0.17% of 93,000 active; cell count reduction, % at 2 µM;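 active means cell count reduction exceeding the screen mean by over 5 SD, scaled to untreated wells per plate, cut at about 78% in these data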;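 further: cells counted after 24 h of TNF alpha exposure following the 1 h pretreatment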
sEH act: soluble epoxide hydrolase (human) activation. AID 717. activation, % at 2 µM. purified human sEH enzymatic activity, activator screen. 0.04% of 91,000 active. P34913; in the data active means activation above about 37%; further: values of inactives mirror those of a sister screen read the other way
* marks the source's active call; other numbers are inactive results; . = no result given; [ ] = dose if it differs, or a comment. A portion of the library. The share of hits here may be higher or lower than overall.

SMILES	HUVEC tox IL1B	sEH inh	Candida biofilm	cytoskel mod	VCAM1 TNFa inh	Smad3 FoxH1 inh	ERb coact inh	TNFa cytotox	sEH act
Cc1ccccc1C(=O)NNC(=S)NC(=O)c1ccc(Cl)cc1Cl	5.1	-4.8	.	4.6	-23.6	.	.	0.9	6.0
CCCc1cc(=O)oc2cc(OCc3cc(OC)c(OC)c(OC)c3)c(Cl)cc12	-18.8	3.2	.	-9.2	3.5	.	.	-1.7	-2.4
COc1ccc(-n2c(N)c(C(=O)NCC3CCCO3)c3nc4ccccc4nc32)c(OC)c1 (stereo unspecified)	18.5	-12.4	11.7	-33.7	0.8	15.7	9.8	-3.4	10.4
COc1ccc(C2C(C#N)=C(/N=C/N3CCOCC3)OC3=C2C(=O)CC(C)(C)C3)cc1OC (stereo unspecified)	1.4	-3.4	13.5	1.2	5.9	5.3	-3.9	-5.3	5.5
CCOC(=O)c1ccc(NC(=O)Cn2cccc2)cc1	-9.8	3.9	-2.7	27.8	1.3	-3.1	-0.2	-39.3	-3.3
COc1cccc(OCCOCCNCCO)c1	8.5	-2.9	4.0	17.9	12.0	-14.5	2.5	-0.9	3.1
O=C(NC1CCCCC1)N1CCC(c2nc3ccc(Cl)cc3[nH]2)CC1	-35.9	4.6	2.4	-14.3	-3.9	11.0	0.2	4.1	-5.1
CCCn1c(SCC(=O)Nc2ccccc2Oc2ccccc2)n[nH]c1=O	-4.8	14.3	0.7	-8.9	15.1	4.9	-4.5	-25.7	-12.3
CC(C)n1c(-c2ccccc2F)n[nH]c1=S	-3.5	6.8	5.1	5.5	-8.8	7.7	-9.2	17.1	-4.1
CCOC(=O)c1ccc(NC(=O)CNC(=O)c2ccccc2)cc1	-0.3	3.1	.	7.0	6.5	.	.	-28.2	-4.8
COc1ccc(N=C2SC(CC(=O)Nc3ccccc3)C(=O)N2CC2CCCO2)cc1 (stereo unspecified)	23.2	-7.4	8.2	-2.4	-27.9	-0.4	-8.0	-0.8	4.3
O=C(NC1CCCCC1)c1cc([N+](=O)[O-])ccc1N1CCOCC1	-8.8	2.6	.	-40.7	9.5	.	.	6.3	0.1
COc1ccc(NC(=O)C(c2ccccc2)N(C)C(=O)CNC(C)=O)cc1 (stereo unspecified)	-6.7	9.4	0.0	-6.2	1.0	-9.4	-1.4	-6.5	-6.8
CCOC(=O)NCc1ccc2c(c1)cc(C)n2C	-18.5	.	.	-9.8	-1.3	.	.	-14.3	.
N#CC1=C(N)C(C#N)(C#N)[C@H](c2c(F)cccc2F)[C@H]2CC3(CC=C12)OCCO3	-17.4	-7.1	3.2	-1.8	1.9	-6.9	0.5	-28.5	7.3
COc1ccc(CNC(=S)N/N=C/c2ccc(OC)c(OC)c2)cc1	56.1	-6.2	.	-7.9	2.4	.	.	9.9	7.3
CCS(=O)(=O)c1ccc2c(c1)N(S(C)(=O)=O)CC(C(=O)NCc1ccccc1OC)O2 (stereo unspecified)	36.1	8.2	.	-7.6	-15.5	.	.	-16.7	-7.6
O=C(Nc1ccnc(-c2cccnc2)n1)c1ccccc1Cl	-30.4	-7.3	.	38.0	-7.5	.	.	-14.9	10.1
CC(=O)c1c(C)n([O-])c2ccc(C)cc2[n+]1=O	-11.2	0.2	9.9	-3.6	17.7	-9.4	0.1	-37.2	-0.7
O=C(NCc1ccc2c(c1)OCO2)C1CC(c2ccc(Cl)c(Cl)c2)=NO1 (stereo unspecified)	-13.6	-1.6	-3.2	30.3	2.8	-3.7	6.1	-12.9	3.5
Cc1cc(NC(=O)c2ccc(Cl)cc2)no1	-1.4	-1.0	6.4	-11.6	-4.5	3.0[fluorescence artefact?]	-6.2	13.0	1.2
CCOC(=O)c1ccc(NC(=O)Nc2ccn(C)n2)cc1	5.0	-5.3	3.0	-11.8	-1.2	2.7	24.2	9.2	0.9
COc1cccc(C(=O)CN2CCN(S(=O)(=O)c3ccc(Br)cc3)CC2)c1	12.8	-18.0	.	-4.0	24.2	.	.	-11.8	14.6
COc1ccc2c(c1)Sc1ccccc1N2CCN(C)C	-6.9	-9.6	6.0	37.6	-2.9	5.1	-8.9	-4.8	11.4
Cc1ccc(-n2nc(N)c3c(=O)oc(N(C)C)nc32)cc1	-5.1	10.2	.	14.6	5.6	.	.	5.0	-11.3
CCOCCCn1c(SCC(=O)NCc2ccco2)nc2c(sc3ccccc32)c1=O	-16.8	-7.1	2.2	11.4	14.1	7.9[fluorescence artefact?]	12.0	-32.4	4.3
Cc1ccc(NC(=S)NCCc2c[nH]c3ccccc23)cc1	-12.6	-7.6	.	11.0	-17.5	.	.	-20.8	5.8
Cc1ccc(N2C(=O)CSC2c2ccc3c(c2)OCO3)cc1 (stereo unspecified)	-12.2	-6.7	7.0	.	9.3	2.9	6.2[fluorescence artefact?]	-11.0	2.2
Cc1cnc(C(=O)Nc2cccc3cccnc23)cn1	2.0	-2.1	4.7	-4.8	3.6	8.3	-2.7	-26.9	3.5
C=CCOc1ccc(/C(O)=C2\C(=O)C(=O)N(CCCOC)C2c2ccc(O)c(OC)c2)cc1 (stereo unspecified)	-58.0	-16.2	6.3	-10.5	-15.1	4.0	-9.3[fluorescence artefact?]	-36.4	14.1

A draw from above in order of molar mass, largest number first.
SMILES	HUVEC tox IL1B	sEH inh	Candida biofilm	cytoskel mod	VCAM1 TNFa inh	Smad3 FoxH1 inh	ERb coact inh	TNFa cytotox	sEH act
CCOCCCn1c(SCC(=O)NCc2ccco2)nc2c(sc3ccccc32)c1=O	-16.8	-7.1	2.2	11.4	14.1	7.9[fluorescence artefact?]	12.0	-32.4	4.3
COc1cccc(C(=O)CN2CCN(S(=O)(=O)c3ccc(Br)cc3)CC2)c1	12.8	-18.0	.	-4.0	24.2	.	.	-11.8	14.6
Cc1ccc(NC(=S)NCCc2c[nH]c3ccccc23)cc1	-12.6	-7.6	.	11.0	-17.5	.	.	-20.8	5.8
Cc1ccc(-n2nc(N)c3c(=O)oc(N(C)C)nc32)cc1	-5.1	10.2	.	14.6	5.6	.	.	5.0	-11.3

Next part
SMILES	HUVEC tox IL1B	sEH inh	Candida biofilm	cytoskel mod	VCAM1 TNFa inh	Smad3 FoxH1 inh	ERb coact inh	TNFa cytotox	sEH act
CN1CCN(S(=O)(=O)c2ccc(NC(=O)c3ccc(F)cc3)cc2)CC1	-22.4	20.4	-0.5	4.3	-16.4	4.3	7.1	-20.9	-18.0
CC(=O)N(Cc1ccc2c(c1)OCO2)C1CC(=O)N(CCc2ccccc2)C1=O (stereo unspecified)	8.0	-3.7	3.4	12.1	-1.9	-3.0	12.6	-23.3	4.2
CCCOC(=O)c1ccc(NC(=O)c2cn(CC)c3nc(C)ccc3c2=O)cc1	-6.8	5.2	6.4	-41.5	-9.1	60.8*[fluorescence artefact?]	44.2[fluorescence artefact?]	15.0	-4.0
O=C(COc1cc(Cl)c(Cl)cc1Cl)NC(=O)NC1CCCC1	8.4	2.2	14.7	-12.1	-11.5	2.0	4.2[fluorescence artefact?]	-15.8	-0.2
C=CCN(CC=C)S(=O)(=O)c1ccc(NC(=O)COc2ccccc2OC)cc1	-14.0	11.3	7.5	4.5	-22.5	-2.6	0.0	2.9	-6.5
CC(=O)N1CCCc2cc(S(=O)(=O)CCC(=O)N3CCN(c4ccccc4)CC3)ccc21	10.4	-11.3	10.2	-5.8	5.3	3.4	8.8	-22.4	8.4
Cn1cccc1/C=N/NC(=O)Cn1cnc2ccccc21	-1.0	6.3	.	5.5	10.1	.	.	-11.8	-7.9
Cc1cc(NC(=O)CSc2nnc(-c3ccc4c(c3)OCCO4)o2)no1	-10.7	12.1	6.4	4.3	10.9	-40.1[fluorescence artefact?]	-0.1	-25.6	-9.0
CC(C)(C)NC(=O)CN1CCC(O)(c2ccc3c(c2)OCO3)CC1	-4.2	-1.4	5.8	-2.8	-14.2	-2.8	-11.2	-10.4	5.0
O=C(NNC(=O)c1ccc2c(c1)OCO2)NC1CCCCC1	28.1	8.2	.	25.6	19.8	.	.	10.1	-6.1
CCOC(=O)C1=C(C)NC(SC)=NC1c1ccc(OC)cc1 (stereo unspecified)	35.1	-5.0	-2.2	10.7	3.4	-2.2	4.5	-5.9	11.1
O=c1[nH]n(-c2ccc(Cl)cc2)c(=O)c(Cl)c1Cl	-62.6	4.7	.	3.2	1.9	.	.	6.4	-7.2
N#CCCN1CCN(Cn2c3ccccc3c3ccccc32)CC1	-28.9	.	5.7	-0.1	16.4	-2.0	1.8	-7.5	.
O=C(NCc1ccco1)c1nc2nc(-c3cccs3)cc(C(F)(F)F)n2n1	-9.8	-6.6	2.9	20.5	2.4	9.0	21.8	-20.5	7.2
COC(=O)c1cc2occc2n1Cc1ccc(Cl)cc1	7.5	4.0	1.8	-9.9	8.3	3.9	2.8	-0.4	-6.8
COc1cc(-c2ccccc2)nc(N)n1	16.2	4.0	-4.4	-3.2	-1.1	5.3	2.5	23.2	-5.7
COc1cccc(-n2c(SCC#N)nnc2-c2cnccn2)c1	1.0	-0.9	7.0	-20.0	8.3	6.2	-7.9	-19.7	-0.4
O=C(NC(NCC1CCCO1)C(Cl)(Cl)Cl)c1cccc2ccccc12 (stereo unspecified)	26.7	-27.7	.	-16.6	-18.4	.	.	14.0	31.9
Cn1c(N)c(C(=O)NCc2ccccc2Cl)sc1=S	12.3	49.2	-4.3	6.5	.	-7.0	0.4[fluorescence artefact?]	.	-48.5
N#CCSc1nc2ccccc2c(=O)n1CCC(=O)NC1CCCCC1	-11.9	12.3	2.5	-20.0	-7.8	0.8	1.3[fluorescence artefact?]	-9.3	-11.9
CN1CCN(C2=C(Cl)C(=O)N(c3ccc(Cl)c(Cl)c3)C2=O)CC1	-39.0	.	1.8	-23.3	-1.9	7.6	-0.9	12.3	.
C=CCn1c(SCC(=O)Nc2cc(NC(C)=O)ccc2OC)nnc1-c1cccnc1	3.7	-6.9	4.7	-28.2	2.3	5.8	1.4	-12.9	7.4
COc1ccc(C(=O)CSc2nnc(C3CC3)n2N)cc1	-6.5	5.2	9.7	1.7	-5.0	-10.3	-1.3	-12.3	-5.3
CCN(CC)S(=O)(=O)c1cc(F)ccc1OC	77.2*	-12.7	2.5	0.0	0.4	-1.7	-6.5	-14.4	18.7
CC(C)CN(C(=O)COC(=O)c1ccc2c(c1)NC(=O)CS2)C1CCS(=O)(=O)C1 (stereo unspecified)	-7.6	10.2	9.4	5.9	8.6	0.9	-0.2	-25.3	-6.5
CCCCn1c(SCC(=O)c2ccc(OCC)cc2)nc2cc(S(N)(=O)=O)ccc21	-1.6	4.4	.	-4.1	3.4	.	.	-9.9	-3.0
CCN(CC)S(=O)(=O)c1cc(C(=O)NC2=NCCS2)ccc1Cl	18.2	13.5	5.3	-5.7	-6.0	-7.8	-14.1	2.9	-14.3
O=c1c2cc(Br)ccc2[nH]c(=S)n1Cc1cccnc1	2.6	7.7	.	-18.2	-4.1	.	.	5.2	-10.4
CCOC(=O)N1CCN(C(=O)CCCn2c(=S)[nH]c3ccc(Br)cc3c2=O)CC1	-7.9	-1.2	2.8	-0.8	7.5	-5.9	1.1[fluorescence artefact?]	-17.7	3.3
Cc1ccccc1-n1nc(C(=O)O)cc1-c1ccccc1	16.9	-5.8	-4.0	-14.9	11.1	11.5	-8.6	0.0	6.3
Cn1c(=O)c(=O)n(C)c2cc(S(=O)(=O)N3CCOCC3)ccc21	-5.8	.	4.8	26.1	-14.7	1.6	-5.5	-6.6	.
CC(C)c1ccccc1NC(=O)CCCC(=O)O	-4.8	6.6	.	11.1	-0.9	.	.	.	-8.3
O=C(c1ccco1)N1CCN(c2cc(=O)n(-c3ccc(Cl)cc3)c(=O)[nH]2)CC1	-4.4	-0.1	0.2	1.0	12.2	-5.4	-6.4	-8.8	-0.9
O=C(c1ccc(COc2ccccc2Cl)o1)N1CCCC1	-26.8	-12.6	10.2	-12.6	1.5	0.5	10.3	3.5	13.7
